14-3-3g Raf: modulators of 14-3-3 gamma protein binding, primary screen, biochemical, fluorescence polarization; 14-3-3 protein gamma (Homo sapiens), P61981; AID 422, 2006; 160,000 compounds, 0.19% hits; inhibition, % at 40 µM; FP, 14-3-3gamma / TMR-pS259-Raf peptide binding; in the data active = inhibition above about 30%;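 also: 0% = protein plus tracer without compound and 100% = blank with tracer alone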
Target sequence (P61981 whole entry, looked up): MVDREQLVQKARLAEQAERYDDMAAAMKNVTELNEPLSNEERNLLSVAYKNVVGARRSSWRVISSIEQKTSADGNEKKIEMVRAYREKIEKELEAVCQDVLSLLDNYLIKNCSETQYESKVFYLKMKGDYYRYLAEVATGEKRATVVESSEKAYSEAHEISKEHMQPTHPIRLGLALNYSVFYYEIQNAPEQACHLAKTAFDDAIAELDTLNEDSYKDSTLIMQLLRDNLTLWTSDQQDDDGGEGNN
* marks the source's active call; other numbers are inactive results; & = joins results of further samples. Only part of the results is shown; the hit share may differ from the screen's.

SMILES	14-3-3g Raf
O=C(CN1CCN(c2ccc(F)cc2)CC1)c1ccc2c(c1)OCO2	-10
Cc1ccc(S(=O)(=O)NCC2CCC(C(=O)N3CCC(C(N)=O)CC3)CC2)cc1 (stereo unspecified)	5
COc1ccc(CNC(=O)c2cnn3c2NC(c2cccs2)CC3C(F)(F)F)cc1 (stereo unspecified)	0
CCCCOC(=O)C1=C(C)NC2=C(C(=O)CC(C)(C)C2)C1c1cc(OC)c(OC)cc1[N+](=O)[O-] (stereo unspecified)	-2
COC(=O)c1ccccc1NC(=O)c1nn(-c2ccc(OC)cc2)c(=O)c2ccccc12	-1
CC(C)OC(=O)CSc1nnc(-c2ccccn2)n1-c1ccccc1	0
CCOC(=O)C1CCCN(C(=O)c2ccc(CS(=O)(=O)c3ccc(C)cc3)o2)C1 (stereo unspecified)	-15
COC(=O)COc1ccc(Oc2cc(C)nc(SC)n2)nn1	2
CCN(CC)CC(=O)Nc1c(Br)ccc2c1OCO2	-1
CCCCNC(=O)c1cn(CC)c(=O)c2c1c1ccccc1n2C	8
Oc1ccccc1-c1nc(C=Cc2ccccc2F)nn1-c1ccccc1	9
CCSc1nc2sc3c(c2c(=O)n1-c1ccccc1)CCN(C)C3	-54
CC(=O)c1ccccc1Oc1ncnc(N)c1[N+](=O)[O-]	-7
O=C(Nc1c(-c2ccccc2)nc2c(Br)cc(Br)cn12)c1ccco1	0&-4
CCOC(=O)/C=C1\SCC(=O)N1CC(O)CN1C(=O)CS/C1=C\C(=O)OCC	-3
O=C1C2C(C(=O)N1Cc1cccnc1)C1C=CC2C12CC2 (stereo unspecified)	-1&-3
Nc1c(C(=O)Nc2ccc(F)cc2)sc2nc3c(c(-c4cccs4)c12)CCC3	-5
O=C(NC1CCN(C(=O)Nc2ccccc2)CC1)C1CCCCC1	-8
Cc1ccc(OCC(=O)Nc2ccc(-c3nc4cc(C)ccc4o3)cc2)cc1	-93
CCOC(=O)c1c(NC(=O)c2ccc([N+](=O)[O-])cc2Cl)sc2c1CCCCC2	-6
Cc1ccc(-c2noc(CCC(=O)NCCC(C)C)n2)cc1	-10
CC(=O)c1c(-c2ccccc2)c2ccccc2[nH]c1=O	-7
CCCSc1nc(N)c(C#N)c(-c2ccccc2)c1C#N	-29
CCOC(=O)C1=C(N)N2C(=O)CSC2=C(C(=O)OC)C1	-53
Cc1cc(C)cc(-n2nnc(C(=O)Nc3ccc(F)cc3)c2N)c1	-4

Of the compounds above, 6 have four or more nitrogen atoms:
SMILES	14-3-3g Raf
COc1ccc(CNC(=O)c2cnn3c2NC(c2cccs2)CC3C(F)(F)F)cc1 (stereo unspecified)	0
CC(C)OC(=O)CSc1nnc(-c2ccccn2)n1-c1ccccc1	0
COC(=O)COc1ccc(Oc2cc(C)nc(SC)n2)nn1	2
CC(=O)c1ccccc1Oc1ncnc(N)c1[N+](=O)[O-]	-7
CCCSc1nc(N)c(C#N)c(-c2ccccc2)c1C#N	-29
Cc1cc(C)cc(-n2nnc(C(=O)Nc3ccc(F)cc3)c2N)c1	-4

Quoted at random: six compounds from above.
SMILES	14-3-3g Raf
CCOC(=O)c1c(NC(=O)c2ccc([N+](=O)[O-])cc2Cl)sc2c1CCCCC2	-6
CCCCOC(=O)C1=C(C)NC2=C(C(=O)CC(C)(C)C2)C1c1cc(OC)c(OC)cc1[N+](=O)[O-] (stereo unspecified)	-2
Cc1cc(C)cc(-n2nnc(C(=O)Nc3ccc(F)cc3)c2N)c1	-4
CCOC(=O)C1=C(N)N2C(=O)CSC2=C(C(=O)OC)C1	-53
COc1ccc(CNC(=O)c2cnn3c2NC(c2cccs2)CC3C(F)(F)F)cc1 (stereo unspecified)	0
CC(C)OC(=O)CSc1nnc(-c2ccccn2)n1-c1ccccc1	0

(cont.)
SMILES	14-3-3g Raf
CCOC(=O)c1cnc2ccccc2c1Nc1ccccc1CC	-10
Cc1cccc(S(=O)(=O)c2c(N)n(/N=C/c3ccco3)c3nc4ccccc4nc23)c1	-66
N#Cc1nc(COc2cccc(Cl)c2)oc1N1CCCC1	-2
O=C(CC(Cc1ccccc1)C(=O)O)Nc1ccc(F)cc1 (stereo unspecified)	-24
COc1ccc2oc(=O)c(-c3nnc(Nc4cc(C)cc(C)c4)s3)cc2c1	5
COc1cccc(CNC(=O)Cn2c(=O)oc3ccccc32)c1OC	1
CN(Cc1ccccc1)c1nc2c(c(=O)[nH]c(=O)n2C)n1CCSc1nc2ccccc2[nH]1	-4
CCOC(=O)C1C2C=CC3(CN(c4ccccc4CC)C(=O)C13)O2 (stereo unspecified)	-6
CCOC(=O)CSC1=Nc2ccccc2C2=NC(CC(=O)NCc3ccc4c(c3)OCO4)C(=O)N12 (stereo unspecified)	-5
O=C(Cc1ccc(-n2c(=S)[nH]c3ccccc3c2=O)cc1)NC1CCCCCCC1	-1
COc1ccccc1N(CC(=O)Nc1ccccc1F)S(C)(=O)=O	-10
Cc1c(C(=O)N2CC(C)CC(C)C2)sc2ncnc(N3CCc4ccccc4C3)c12 (stereo unspecified)	8
COc1ccc(C2N(C(=O)c3ccccc3)CCN2S(=O)(=O)c2ccccc2)cc1 (stereo unspecified)	-18
CCCC(=O)N(c1ccc2oc(C)c(C(=O)OCC)c2c1)S(=O)(=O)c1c(C)cc(C)cc1C	-20
CCOC(=O)Cn1c(=O)oc2cc(S(=O)(=O)NC3CCCc4ccccc43)ccc21 (stereo unspecified)	3
CC(=O)Nc1cccc(-c2cnc3ccccc3n2)c1	0&7
CCCCCn1c(=O)[nH]c2cc(C(=O)NC3CCCCC3)ccc2c1=O	-4
COc1ccc(CNc2nc3c(c(=O)[nH]c(=O)n3C)n2CCCc2ccccc2)cc1	-12
CCOC(=O)c1c(NC(=O)CSc2ncnc3sc4c(c23)CCC4)sc2c1CCCC2	-30
COC(=O)c1cnn2c(C)c(Cc3ccccc3Cl)c(C)nc12	0
CCOc1ccc(-n2c(N)c(C(=O)Nc3ccc(F)cc3)sc2=S)cc1	-1
CC(=O)Nc1ccc(C(=O)CSc2nnc(-c3ccc(O)cc3)n2CC2CCCO2)cc1 (stereo unspecified)	5
CCn1c(-c2ccc(F)cc2)csc1=Nc1ccc(C)cc1	-2
O=C(O)Cn1nnnc1SCC(=O)Nc1ccc(OC(F)(F)F)cc1	-12
COc1cccc(C2NC(CC(C)C)(C(=O)O)C3C(=O)N(c4cccc(C)c4)C(=O)C23)c1O (stereo unspecified)	-4

Structural class: the compounds so far with a nitro group on carbon
SMILES	14-3-3g Raf
CCCCOC(=O)C1=C(C)NC2=C(C(=O)CC(C)(C)C2)C1c1cc(OC)c(OC)cc1[N+](=O)[O-] (stereo unspecified)	-2
CC(=O)c1ccccc1Oc1ncnc(N)c1[N+](=O)[O-]	-7
CCOC(=O)c1c(NC(=O)c2ccc([N+](=O)[O-])cc2Cl)sc2c1CCCCC2	-6

3 entries from above, arranged by the value under 14-3-3g Raf, highest first.
smiles	14-3-3g Raf
Cc1c(C(=O)N2CC(C)CC(C)C2)sc2ncnc(N3CCc4ccccc4C3)c12 (stereo unspecified)	8
COc1ccc2oc(=O)c(-c3nnc(Nc4cc(C)cc(C)c4)s3)cc2c1	5
CCOC(=O)CSC1=Nc2ccccc2C2=NC(CC(=O)NCc3ccc4c(c3)OCO4)C(=O)N12 (stereo unspecified)	-5

(further entries)
SMILES	14-3-3g Raf
Cc1sc2ncnc(SCC(=O)Nc3ccc4ccccc4c3)c2c1C	-2
C=CCc1cccc(CNc2nc3ccccc3n2C(C)C)c1O	-7&-5
Cc1ccc(-c2nc3ccccc3c(=O)n2CC(=O)NC2CCCCC2)cc1	-7
O=C(NCc1ccc(F)cc1)c1ccc(CS(=O)(=O)Cc2ccccc2Cl)o1	-2
COC(=O)C1=C(C(=O)OC)SC(=C2C(=S)C(C)(C)N(C(=O)CN3C(=O)c4ccccc4C3=O)c3cc(C)ccc32)S1	5
CC(SC1CCCC1)C(=O)NC(C)(C#N)C(C)C (stereo unspecified)	-2
Cc1cc(Br)ccc1NC(=O)CCNS(=O)(=O)c1cccc2nsnc12	-4
c1ccc(Nc2c3c(nc4ncnn24)CCC3)cc1	4
COC(=O)c1[nH]cnc1C(=O)Nc1ccc(C)cc1C(=O)c1ccccc1	-9
O=C(CCNS(=O)(=O)c1cccc2nsnc12)NCCc1ccccc1	-13
O=S1(=O)Nc2c(ccc3cccnc23)-c2ccccc21	-2&-10
Cc1nn(-c2cc(N3CCN(S(=O)(=O)c4ccccc4)CC3)ccc2[N+](=O)[O-])c(=O)c2ccccc12	7
CCNC(=O)CN(c1cc(C(F)(F)F)ccc1Cl)S(=O)(=O)c1ccccc1	-3
CC1CC(C)CN(S(=O)(=O)c2ccc3[nH]cc(C(=O)NCc4ccccc4)c(=O)c3c2)C1 (stereo unspecified)	-7
CCCCNC(=O)c1oc2ccc(S(=O)(=O)N3CCCC3)cc2c1C	7
COc1cc(C2C3=C(CC(C)(C)CC3=O)Nc3[nH]c(=O)[nH]c(=O)c32)cc(OC)c1OC (stereo unspecified)	9
CCCC(=O)Nc1c2c(nn1-c1ccc(OC)cc1)CS(=O)(=O)C2	3
CCOC(=O)c1cc2sc(C)cc2n1CC(=O)NCc1ccc(F)cc1	-9
CCOC(=O)C1=C(c2ccccc2)NC(=S)NC1c1ccco1 (stereo unspecified)	-6
O=C(CCS(=O)(=O)Cc1ccc(Cl)cc1)NCc1ccccc1Cl	3
CC(=O)N1CCc2cc(Br)cc(S(=O)(=O)NCCCN3CCC(C)CC3)c21	-6
CC(=O)N1CCN(CC(=O)Nc2c(Cl)cccc2Cl)CC1	-3
CCOc1ccc(Sc2cc(C(=O)NCc3cccnc3)c3ccccc3n2)cc1	0
O=C(NCc1ccc(F)cc1)c1nn2c(c1Cl)NC(c1cccs1)CC2C(F)(F)F (stereo unspecified)	-3
CCOC(=O)c1ccc2c(CN(C)C)c(-c3ccc([N+](=O)[O-])cc3)c(CN(C)C)n2c1	5

Next results follow:
SMILES	14-3-3g Raf
Cc1cc(=O)oc(C)c1C(=O)NCCCN1CCN(c2ccc(F)cc2)CC1	-6&-8
CC(C)OC(=O)c1ccc2c(c1)C(=O)N(c1cccc(N)c1)C2=O	1
CCN(CC)CCNC(=O)c1c(C)oc2cc(Br)c(OC)cc12	1&-2
Cc1ccc(S(=O)(=O)Nc2cc(C(=O)NCc3cccs3)ccc2N2CCCC2)cc1	-10
Nc1cc(Cl)c(NC2=NCCN2)c(Cl)c1	-5
COCCn1nnnc1CN(CCc1ccc(OC)c(OC)c1)Cc1cc2ccc(C)cc2[nH]c1=O	-2
CS(=O)(=O)N(CC(N)=O)c1ccc(F)c(Cl)c1	10
O=C(c1ccccc1Cl)N1N=C(C(F)(F)F)CC1(O)c1ccc(F)cc1 (stereo unspecified)	-6
CC(=O)NC(=O)c1cc2cc([N+](=O)[O-])ccc2oc1=Nc1cccc(F)c1	-8
CCOC(=O)N1CCN(C(=O)Cn2ncn3nc(-c4cccs4)cc3c2=O)CC1	-3
Cc1cc(NC(=O)Cn2nc(C(F)(F)F)c3c2CCC3)n(-c2ccccc2)n1	-5
Cc1cc(=O)oc(C)c1C(=O)NCc1ccccc1Cl	-9
COc1ccc(C2C(C(=O)Nc3ccc(F)cc3)c3cc(OC)c(OC)cc3C(=O)N2C)cc1 (stereo unspecified)	-4
Cc1nn(Cc2ccccc2Cl)c(C)c1C(=O)NCc1ccco1	-5
CCCCOc1ccccc1NC(=O)CC1Nc2ccccc2NC1=O (stereo unspecified)	-3
N#Cc1c(N)nc2sc(C(=O)c3ccccc3)c(N)c2c1-c1ccccc1	-11
O=C(CN1C(=O)COc2ccc(Cl)cc21)Nc1ccc2c(c1)OCCO2	0
O=C(CN1CCN(Cc2ccc(F)cc2)CC1)Nc1ccccc1F	-6
Cc1oc(C)c(C(N)=O)c1C(N)=O	-5
Cc1ccn2cc(CCNC(=O)c3ccc(Br)o3)nc2c1	2
CCCCN(C)CCNC(=O)c1[nH]c(C)c(C(C)=O)c1C	2
CCCCC(=O)Nc1ccc2c(c1)OCCO2	-7
C(=C\c1ccccc1)/CN1CCN(Cc2ccc3c(c2)OCCO3)CC1	-2
O=C(CCc1ccccc1)N1CCN(CCO)CC1	1
CC(OC(=O)c1nsc(Cl)c1Cl)C(=O)NCc1ccco1 (stereo unspecified)	-4

(more compounds)
SMILES	14-3-3g Raf
O=C(c1ccccc1O)N1CCOCC1	-3
CCN(CC)C(=O)Cn1c(=O)oc2ccccc21	-5
Cc1cccc(NC(=O)CN2CCN(CC(=O)Nc3cccc(C)c3)CC2)c1	-4
O=S(=O)(c1ccc2c(c1)OCCO2)N1CCC(O)(c2ccc(Cl)cc2)CC1	1
CCOC(=O)C(C)Sc1nc2c(cnn2-c2ccc(Cl)cc2)c(=O)[nH]1 (stereo unspecified)	0
O=[N+]([O-])c1ccc(NCCCNS(=O)(=O)c2ccc(Cl)cc2)c(Cl)c1	0
O=C(CSc1nc(-c2ccccc2)cc(=O)[nH]1)N1CCc2ccccc21	5
CCC(c1nnc(SCCNCCO)n1CCN1CCOCC1)N(C)C (stereo unspecified)	-2
CCOC(=O)C1CCCN(C(=O)c2ccc(Sc3ccc(F)cc3)c([N+](=O)[O-])c2)C1 (stereo unspecified)	0
Cc1c(Cc2ccccc2)c(Cl)n2c(nc3ccccc32)c1C#N	-5
Cc1ccc(CNC(=O)CSc2nc(N3CCCCC3)nc(N3CCCCC3)n2)cc1	-10
Cc1cc(C)n2nc(-c3cccnc3)nc2n1	13
COc1ccc(-n2c(=O)cc(N3CCN(c4ccccc4OC)CC3)[nH]c2=O)cc1	-9
Cc1nn(Cc2ccccc2)c(C)c1NC(=O)CCS(=O)(=O)c1nc(-c2cccs2)cc(C(F)(F)F)n1	-5
CC12CC(c3ccccc3O1)N(C(=O)c1cccs1)C(=O)N2c1ccc(F)cc1 (stereo unspecified)	8
CC(C)(C)Cc1nnc(NS(=O)(=O)c2ccc(F)cc2)s1	1
CCOc1cc(C2Nc3ccccc3NC3=C2C(=O)CC(c2ccccc2)C3)ccc1O (stereo unspecified)	-8
CCSc1nnc2c(n1)OC(c1ccc(Cl)cc1)N(C(C)=O)c1ccccc1-2 (stereo unspecified)	1
Cn1nc(-c2ccc(C(=O)NCC3CCCO3)cc2)c2ccccc2c1=O (stereo unspecified)	-11
Cc1cc(=O)oc2cc(Oc3ncccn3)ccc12	-2
COc1cc2[nH]c(=S)n(Cc3ccc(F)cc3)c(=O)c2cc1OC	1
Cc1cccc(CN2CCN(C(c3ccccc3)c3ccc(Cl)cc3)CC2)c1 (stereo unspecified)	-2
C=CCN1C(=O)/C(=C2\SC(N3CCOCC3)=NC2=O)c2cc(Br)ccc21	1
